Insulin prom up – MIN6 insulin promoter up-regulation; AID 1625; z-score at 5 µM; 190,000 compounds, 0.3% hits; MIN6 insulin promoter-GFP reporter, high-content imaging; hits give high values;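 active = z-score above 3 at 5 µM with at least 500 cells counted in the well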
human PMI inhibitors – human PMI inhibitors, high substrate, primary screen, biochemical, fluorescence intensity, high mannose 6-phosphate (AID 1220) | one-dose inhibition, % at 20 µM; IC50 in µM for titrated hits | 190,000 compounds, 0.66% hits | recombinant PMI enzyme, coupled fluorescence intensity; higher % means a stronger effect
Autophagy HCS – autophagy modulation, high-content screen | MEF GFP-LC3 puncta imaging; test concentration mostly 10 µM | 190,000 compounds, 0.98% hits | calls only at 10 µM (by protocol) | AID 463193;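 active = percentage of spot-positive cells more than 3 SD above its plate mean, without a fluorescence outlier flag or 80% toxicity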;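 note: spot-positive cell cutoff set from DMSO-treated cells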
b-catenin transl – beta-catenin nuclear translocation modulation; AID 1665; HeLa beta-catenin nuclear translocation, immunofluorescence imaging; 190,000 compounds, 0.3% hits; nuclear translocation activity, % at 5 µM;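 active = nuclear translocation activity above 50% at 5 µM, with a well cell count of 50 or more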;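 note: per-cell ratio of nuclear to cytoplasmic median beta-catenin stain intensity; plate controls were DMSO negative control for no effect and GSK-3 inhibitor IX positive control for full effect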
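Test system: human HeLa cell line; Doses: 5 µM primary, 0.02–20 µM confirmation; Incubation: 24 h compound exposure, 37°C; Detection: beta-catenin immunofluorescence imaging with DAPI; Read-out: beta-catenin nuclear/cytoplasmic ratio, % activation.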
Hep lipid drop – modulators of hepatic lipid droplet formation | 240,000 compounds, 0.4% hits | inhibition, % at 6.5 µM | AML12 mouse hepatocytes, oleate lipid droplets, BODIPY imaging;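 active = lipid droplet intensity inhibited by at least 50%, with more than 500 cells counted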
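Material – mouse AML12 hepatocyte cell line, fixed after treatment · Compound dosing – one dose, 6.5 µM compound · Times – compound with oleate, overnight · Measured by – Image-based BODIPY and DAPI two-channel analysis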
T cell modulator – T cell immune modulation candidate; 2C CD8+ T cell-vesicle binding, flow cytometry; hits give low values; calls only at 7 µM; AID 2052; 330,000 compounds, 0.068% hits;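 active = response, share of CD8 T cells binding vesicles, and their 90th percentile fluorescence all below set limits, cut at about 80% in these data, passing the limit was not always enough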
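Benchmarks: naked versus QL9-loaded vesicles / Assay system: purified 2C TCR transgenic mouse naive CD8+ T cells / Technique: high-throughput flow cytometry with anti-B7-1 and anti-CD8 staining / Timing: Cell–vesicle co-incubation 1.5 h at 37 °C, staining 20 min on ice / Read-out: percent CD8+ FL2 mean versus row control / Probe or stimulus: QL9-loaded Drosophila micro-vesicles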
TNAP activation fold – human TNAP enzyme activators, primary screen, biochemical, luminescent, no phosphate acceptor, uHTS (AID 1001) | purified TNAP, luminescent activation assay, no phosphate acceptor; higher activation fold means a stronger effect | 200,000 compounds, 0.03% hits | activation fold at 20 µM; hits with a dose series show EC50 in µM; in the data active = activation fold from about 3, or a potency from the dose series; inactive = the rest, 99 in 100 with activation fold below about 1.6; note: many of its hits are not listed in these tables
MT stabilizer – microtubule stabilization, imaging screen | HeLa tubulin immunostaining HCS, 24 h; share of cells brighter than vehicle mean+2SD | % tubulin-high responders, % at 10 µM | 200,000 compounds, 0.83% hits | AID 2205;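 active = plate Z-score above 3 for both tubulin-high and condensed-nucleus cell shares, with cell loss under 80%, at 10 µM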;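 note: anti alpha tubulin signal scored within the nucleus-defined area of each cell; some results filed as inactive read as strong as hits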
human PMI inhibition – MPI enzyme activity inhibition – biochemical, fluorescence intensity, coupled assay, primary screen (AID 1209); purified PMI enzyme, coupled fluorescence intensity; higher % means a stronger effect; inhibition, % at 20 µM, or IC50 in µM where a hit was titrated; 190,000 compounds, 0.42% hits;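 note: plate controls were DMSO vehicle for no effect and wells lacking substrate for full effect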
Insulin prom up cell count – recorded beside Insulin prom up, whose call it bears; cell count; measured here: cytotoxicity, nuclei count;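 total cells summed across four imaged fields per well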
Hep lipid drop cells 6.5 µM – further read-out of Hep lipid drop, marked with its call; cell count; measured here: cell count, cytotoxicity flag;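 cells counted across two imaged fields per well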
b-catenin transl cell count 5 µM – also measured in b-catenin transl; calls as there; cell count; measured here: cell count, cytotoxicity flag
T cell modulator vesicle-bound % – further read-out of T cell modulator, marked with its call; double positive events, %; measured here: CD8+ vesicle-bound cell fraction;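 binding gate set so that unloaded-vesicle control wells show 10% double positive cells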
MT stabilizer Hoechst-high % – also measured in MT stabilizer; calls as there; % Hoechst-high responders; measured here: nuclear condensation Hoechst responders;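 share of cells brighter than vehicle mean plus two SD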
MT stabilizer cytotoxicity % – second read-out of MT stabilizer, no call of its own (marks repeat the call); toxicity, %; measured here: cytotoxicity by cell density;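 0% = mean cell density of plate MIN control wells and 100% = no cells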
Autophagy HCS cell loss 18 h – recorded beside Autophagy HCS, whose call it bears; toxicity, %; measured here: cell loss, nuclei count;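 cell loss after 18 h compound exposure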
* = called active by the depositor; i = inactive; . = not tested or not shown. Cut-off read from the data, not from the text of the source, unless noted: active = inhibition above about 50%; inactive = the rest.

SMILES	Insulin prom up	Insulin prom up cell count	human PMI inhibitors	Autophagy HCS	Autophagy HCS cell loss 18 h	b-catenin transl	b-catenin transl cell count 5 µM	Hep lipid drop	Hep lipid drop cells 6.5 µM	T cell modulator	T cell modulator vesicle-bound %	TNAP activation fold	MT stabilizer	MT stabilizer Hoechst-high %	MT stabilizer cytotoxicity %	human PMI inhibition
CC(C)Oc1ccc(C(=O)NC(=S)N2CCOCC2)cc1	-0.22	1405	-3.6%	i	-11.8	0.3	979	3.5	665	i	17.5	1.2	2.5	3.4	9.2	1.3%
CCCc1nc2ccccc2c(C(=O)OC2CCOC2=O)c1CC (stereo not given)	-0.02	1100	5.3%	i	13.8	-0.8	1144	.	.	i	44.3	1.1	1.5	2.9	14.6	1.6%
COCCCNC(=S)NNC(=O)C1CC1c1ccc(C(C)(C)C)cc1 (stereo not given)	-0.24	1482	-13.3%	i	5.8	-1.9	1060	2.3	647	.	.	2.3	2.3	1.5	8.3	-11.7%
CC(=O)c1cccc(NC(=O)CCS(=O)(=O)c2cccc3nsnc23)c1	-0.58	863	-33.5%	i	5.8	.	.	-3.5	784	i	53.0	1	2.6	1.5	23.5	-28.4%
CCOC(=O)C(C)(C)NS(=O)(=O)c1ccc(Cl)c([N+](=O)[O-])c1	0.05	1497	-4.7%	i	9.2	-0.6	1065	-3.2	526	i	38.9	1.4	3.5	2.4	6.5	9.8%
Cn1c(=O)c2c(nc(N3CCOCC3)n2CCCNC2=NCCCCC2)n(C)c1=O	.	.	7.6%	i	-22.8	-6.6	1192	0.7	753	i	30.4	1.1	4.7	1.4	9.8	8.6%
CNc1oc(-c2ccccc2Cl)nc1C#N	0.65	1196	0.4%	i	-42.0	-7.5	928	.	.	i	50.6	1.1	10.3	1.9	2.3	1.5%
COC(=O)c1cnn(C(=O)c2cc(OC)ccc2Br)c1N	-0.43	1520	13.9%	i	3.3	0.4	1458	.	.	i	17.2	1.1	1.9	1.9	8.7	9.3%
O=C(/C=C/c1ccco1)NCC1COc2ccccc2O1 (stereo not given)	0.68	998	.	.	.	0.0	1339	-2.3	675	i	33.4	.	.	.	.	.
O=c1[nH]c(/C=C\c2cccnc2)c([N+](=O)[O-])c(=O)[nH]1	.	.	17.3%	i	-6.1	-0.1	1077	0.0	714	i	54.2	1	1.9	1.9	3.5	-7.0%
Cc1c(C2C(C#N)=C(N)OC3=C2C(=O)CCC3)cnn1C (stereo not given)	0.39	1339	3.8%	i	-3.1	-1.0	541	13.0	739	i	5.2	1.1	0.5	3.0	11.3	2.5%
C/C(=N\Nc1ccc(S(=O)(=O)Nc2ccccc2)cc1[N+](=O)[O-])c1ccc(N2CCOCC2)cc1	-0.8	1309	2.7%	i	5.3	-0.1	1496	51.3*	713*	i	36.9	0.8	5.7	2.6	4.0	6.7%
c1ccc(-c2nc(-c3ccc(-c4ccon4)s3)no2)cc1	-0.33	1453	.	.	.	-1.1	1209	15.1	696	i	32.1	.	.	.	.	.
CCN(CCn1cccn1)C(=O)CC1C(=O)NCCN1Cc1ccc(F)cc1 (stereo not given)	0.4	1673	14.9%	i	5.1	-2.5	1039	-1.2	716	i	32.6	1.1	1.9	1.3	3.4	1.4%
COC(=O)[C@H](C)NC(=O)Nc1ccccc1F	-0.3	1254	-3.7%	i	-10.6	-2.9	1189	1.6	757	i	47.1	1.1	1.6	2.5	12.2	0.4%
O=C(NC1CCCC1)C1CCN(c2cnccn2)CC1	0.55	1400	2.1%	i	17.8	0.4	1431	1.6	732	i	39.6	1.1	4.0	2.1	7.2	2.2%
Cc1cc(O)c(C=Nc2cccc(Cl)c2)c(=O)o1	.	.	-18.7%	i	24.7	-2.9	1101	3.9	580	i	46.3	0.9	3.1	1.8	4.7	-10.6%
COC(=O)c1ccccc1NC(=O)COC(=O)CSc1nnc(N)s1	0.21	1363	3.8%	i	-4.3	0.9	1088	-5.2	690	i	7.1	1.1	2.0	0.9	3.2	2.4%
Cc1ccc(OCc2n[nH]c(=S)n2N)cc1C	0.37	1226	9.3%	i	-3.5	0.0	1130	-1.1	727	i	24.2	1	1.8	1.9	7.4	1.5%
Cc1cc(N=Nc2ccc(Cl)cc2)cc(CN2CCOCC2)c1O	-0.72	1525	.	.	.	-1.9	1241	40.9	717	i	10.2	.	.	.	.	.

Three compounds drawn at random from the list so far:
SMILES	Insulin prom up	Insulin prom up cell count	human PMI inhibitors	Autophagy HCS	Autophagy HCS cell loss 18 h	b-catenin transl	b-catenin transl cell count 5 µM	Hep lipid drop	Hep lipid drop cells 6.5 µM	T cell modulator	T cell modulator vesicle-bound %	TNAP activation fold	MT stabilizer	MT stabilizer Hoechst-high %	MT stabilizer cytotoxicity %	human PMI inhibition
O=C(/C=C/c1ccco1)NCC1COc2ccccc2O1 (stereo not given)	0.68	998	.	.	.	0.0	1339	-2.3	675	i	33.4	.	.	.	.	.
Cn1c(=O)c2c(nc(N3CCOCC3)n2CCCNC2=NCCCCC2)n(C)c1=O	.	.	7.6%	i	-22.8	-6.6	1192	0.7	753	i	30.4	1.1	4.7	1.4	9.8	8.6%
O=C(NC1CCCC1)C1CCN(c2cnccn2)CC1	0.55	1400	2.1%	i	17.8	0.4	1431	1.6	732	i	39.6	1.1	4.0	2.1	7.2	2.2%

Additional entries follow:
SMILES	Insulin prom up	Insulin prom up cell count	human PMI inhibitors	Autophagy HCS	Autophagy HCS cell loss 18 h	b-catenin transl	b-catenin transl cell count 5 µM	Hep lipid drop	Hep lipid drop cells 6.5 µM	T cell modulator	T cell modulator vesicle-bound %	TNAP activation fold	MT stabilizer	MT stabilizer Hoechst-high %	MT stabilizer cytotoxicity %	human PMI inhibition
COc1cc(Cl)ccc1NC(=O)COc1ccccc1C(=O)NN	0.12	1200	2.8%	i	8.1	-1.6	1105	2.1	684	i	6.7	1.1	2.3	2.7	9.0	2.5%
Cc1ccc(N2CCN(CC(O)COc3cccc4ccccc34)CC2)cc1 (stereo not given)	-0.05	1077	.	.	.	0.1	1415	-18.2	622	i	29.2	.	.	.	.	.
Brc1ccc(-c2nc3ncccn3c2Nc2ccc3c(c2)OCCO3)o1	.	.	14.6%	i	-4.5	.	.	15.2	792	i	30.9	1.1	0.5	1.7	4.9	9.5%
O=C(O)C1Sc2[nH]c(=O)sc2C2c3ccc(O)cc3OC(=O)C12 (stereo not given)	-0.01	1216	55.1%*	i	-8.0	-2.2	1120	1.2	678	i	54.5	1.1	3.2	2.5	4.2	24.3%
O=C(NC1CCCC1)c1cccnc1N1CCCCCC1	-0.25	1518	-7.3%	i	9.9	-2.1	1398	.	.	i	47.2	1.1	5.1	3.7	9.4	-12.0%
CCOc1ccc(C(=O)/C=C/c2ccccc2C(F)(F)F)cc1	-1.31	1376	11.1%	i	-13.1	3.7	1369	.	.	i	20.9	1.1	2.1	1.1	0.6	10.0%
CCN(CC(=O)Nc1c(F)cccc1F)C(=O)CCc1ccc(OC)cc1	-0.28	1257	-0.9%	i	-9.6	-2.7	1142	-3.9	705	i	31.4	1.1	4.7	1.5	9.0	-0.8%
CC1(C)CC(=O)c2cc(OCC(=O)NCCN3CCOCC3)ccc2O1	-0.15	937	5.4%	i	-7.4	.	.	8.9	808	i	39.0	1.1	0.9	1.5	8.1	5.1%
O=C(Nc1ccc(OC(F)(F)F)cc1)Nc1cccnc1	-0.03	1349	.	.	.	0.5	1283	-62.2	704	i	23.0	.	.	.	.	.
CN(C)S(=O)(=O)c1ccc(C(=O)N2CCN=C2SCc2cccnc2)cc1	0.71	772	1.5%	i	0.7	.	.	-6.5	774	i	14.8	1.1	3.6	1.3	1.0	-1.0%
O=C(CC(NS(=O)(=O)c1ccc(Cl)cc1)c1ccco1)NCc1cccnc1 (stereo not given)	0.09	1292	-1.7%	i	0.7	-3.0	996	.	.	i	44.2	1.2	4.6	3.5	9.1	0.5%
COc1cc(C=O)c(Br)cc1OCC(=O)NCCc1ccccc1	0.19	1582	-5.5%	i	-28.1	-2.3	1039	-0.2	705	i	61.1	1.1	3.6	1.7	5.8	-3.6%
O=C(Nc1ccc(C#Cc2ccccc2)cc1)C1CC1	0.39	1598	13.1%	i	5.9	8.9	1073	-8.5	630	i	27.1	1	1.1	1.0	10.7	12.7%
Cn1c(=O)cc(OCC(=O)N2CCCc3ccccc32)c2ccccc21	-0.12	1223	8.4%	i	-5.8	0.4	1063	-8.3	739	i	21.9	1.1	4.0	2.6	1.8	8.7%
Cc1[nH][nH]c(=O)c1C=NCc1ccc(Cl)cc1	-0.08	1168	0.4%	i	-3.5	-1.9	1217	-3.0	704	i	59.8	1.7	3.8	2.1	9.4	-2.4%
Nc1ccccc1SCC(=O)Nc1ccc(N2CCOCC2)cc1	-0.12	1386	7.2%	i	-28.2	-2.4	983	.	.	i	24.8	1.1	3.0	2.0	4.3	1.8%
CC(C)NS(=O)(=O)c1ccc(CCC(=O)Nc2ccc3c(c2)OCCO3)cc1	1.22	1596	-0.2%	i	8.1	-0.7	1058	3.3	667	i	33.4	1	2.1	1.2	3.6	4.4%
Clc1ccc(-n2nnnc2-c2cnc(-c3ccncc3)nc2-c2cccs2)cc1	.	.	26.0%	i	2.5	-1.2	1135	-15.8	687	i	55.1	1.1	20.7	1.8	60.2	14.7%
CCOC(=O)Cc1csc(NC(=O)CSc2nnc(C)n2C)n1	-0.1	1197	7.1%	i	1.5	.	.	16.6	721	i	49.0	1	1.7	0.2	25.9	9.1%
O=S1(=O)N=C(N=Nc2c(O)[nH]c3ccccc23)c2ccccc21	1.68	1652	-13.0%	i	3.7	1.6	922	6.5	682	i	20.8	1	2.5	1.8	3.8	-16.5%
CCOC(=O)c1c(NC(=O)CN2CCOCC2)sc2c1CCCC2=O	-0.05	1339	14.9%	i	11.5	-2.1	1158	.	.	i	57.3	1.1	1.3	2.1	2.2	7.0%
CCCCNCc1nc2ccccc2c(=O)[nH]1	-0.93	1126	-7.1%	i	-7.0	-0.8	1104	9.5	695	i	60.1	1.2	3.3	3.8	10.3	-20.9%
O=C(COc1ccc(Cl)cc1Cl)NNC(=S)NCc1ccco1	0.37	1531	-0.8%	i	1.8	-0.7	1074	0.6	730	i	56.8	1.4	1.1	1.2	10.7	3.2%
